GSTO1 counter – inhibitors of recombinant GSTO1, primary screen, counter-screen for RBBP9 inhibitor project, biochemical, fluorescence polarization; inhibition, % at 5.96 µM; activity-based probe fluorescence polarization; AID 1974, 2009; actives 1.1% (n = 300,000); Glutathione S-transferase omega-1 (Homo sapiens), P78417;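 active = inhibition above the campaign mean inhibition plus 3 SD, cut at about 35% in these data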;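 note: 0% = GSTO1-1 with DMSO and 100% = wells lacking GSTO1-1 enzyme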
pPAFAH inh – pPAFAH enzyme inhibitors, primary screen, biochemical, fluorescence polarization, human; inhibition, % at 3.39 µM; actives 1.5% (n = 330,000); AID 463082, 2010; Platelet-activating factor acetylhydrolase (Homo sapiens), Q13093; recombinant pPAFAH, FP-rhodamine probe fluorescence polarization;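 active = inhibition above the mean inhibition across the screen plus 3 SD, cut at about 25% in these data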;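 note: inhibitors block binding of the rhodamine activity-based probe so polarization drops; 0% = enzyme with DMSO and 100% = wells lacking pPAFAH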
LYPLA1 inh – LYPLA1 inhibitors, primary screen, counter-screen for PME1 inhibitor project, biochemical, fluorescence polarization, FP-Rh probe ABPP; actives 0.16% (n = 320,000); recombinant LYPLA1; AID 2174, 2009; inhibition, % at 5.9 µM;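 active = inhibition above the mean of all tested compounds plus 3 SD, set per campaign, cut at about 14% in these data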;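 note: inhibitors block serine hydrolase probe labeling of LYPLA1 so polarization falls; 0% = enzyme with DMSO and 100% = wells lacking LYPLA1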
PAFAH1B3 FP inh – PAFAH1B3 enzyme inhibitors, primary screen, biochemical, fluorescence polarization, human | Platelet-activating factor acetylhydrolase IB subunit alpha1 (Homo sapiens), Q15102 | recombinant PAFAH1B3, FP-rhodamine probe | inhibition, % at 3.39 µM | actives 0.28% (n = 340,000) | AID 492972, 2010;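 active = inhibition above the screen-wide average of all tested compounds plus 3 SD, cut at about 25% in these data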;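 note: 0% = enzyme with DMSO only and 100% = wells lacking PAFAH1B3 protein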
PREPL inh – PREPL enzyme inhibitors, primary screen, biochemical, fluorescence polarization | recombinant PREPL, fluorescence polarization activity-based probe | inhibition, % at 5.96 µM | actives 0.68% (n = 320,000) | AID 2751, 2010; in the data active = inhibition above about 43%;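 note: 0% = enzyme with DMSO and 100% = wells lacking enzyme; many of its hits are not listed in these tables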
PAD4 FP inh – human PAD4 inhibitors, primary screen, biochemical, fluorescence polarization, 1536-well format; inhibition, % at 6.36 µM; actives 0.41% (n = 330,000); Protein-arginine deiminase type-4 (Homo sapiens), Q9UM07; AID 485272, 2010; recombinant PAD4, RCA probe fluorescence polarization;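 active = percent inhibition above a cutoff equal to the mean of all tested compounds plus 3 SD, cut at about 15% in these data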;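 note: 0% = PAD4 with RCA probe and DMSO and 100% = probe without PAD4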
LYPLA2 inh – LYPLA2 inhibitors, primary screen, counter-screen for PME1 inhibitor project, biochemical, fluorescence polarization, FP-Rh probe ABPP. recombinant LYPLA2. inhibition, % at 5.9 µM. actives 0.38% (n = 320,000). Acyl-protein thioesterase 2 (Homo sapiens), O95372;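 active = inhibition above the screen-wide mean plus 3 SD, limit set per campaign, cut at about 26% in these data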;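 note: 0% = LYPLA2 with DMSO and 100% = wells lacking LYPLA2 enzyme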
Target sequence (O95372 whole entry, looked up): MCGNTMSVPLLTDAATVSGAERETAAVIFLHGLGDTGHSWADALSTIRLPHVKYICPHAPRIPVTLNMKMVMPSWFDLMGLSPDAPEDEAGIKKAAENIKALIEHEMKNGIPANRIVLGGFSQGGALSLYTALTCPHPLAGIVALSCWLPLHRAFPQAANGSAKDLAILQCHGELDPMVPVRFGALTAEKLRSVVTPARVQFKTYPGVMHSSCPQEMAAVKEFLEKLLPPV
PME-1 primary – PME-1 inhibitors via competitive probe labeling, primary screen, biochemical, fluorescence polarization, FP-Rh probe, HTS | recombinant PME-1 | AID 2130, 2009 | inhibition, % at 5.9 µM | actives 0.53% (n = 320,000) | Protein phosphatase methylesterase 1 (Homo sapiens), Q9Y570;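 active = inhibition above the campaign mean of all compounds plus 3 SD, cut at about 26% in these data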;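 note: competitive labeling of PME-1 active site by serine hydrolase directed probe; 0% = PME-1 with DMSO and 100% = wells lacking PME-1 enzyme; inhibitors block probe labeling so polarization falls and inhibition rises; many of its hits are not listed in these tables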
Target sequence (Q9Y570 whole entry, looked up): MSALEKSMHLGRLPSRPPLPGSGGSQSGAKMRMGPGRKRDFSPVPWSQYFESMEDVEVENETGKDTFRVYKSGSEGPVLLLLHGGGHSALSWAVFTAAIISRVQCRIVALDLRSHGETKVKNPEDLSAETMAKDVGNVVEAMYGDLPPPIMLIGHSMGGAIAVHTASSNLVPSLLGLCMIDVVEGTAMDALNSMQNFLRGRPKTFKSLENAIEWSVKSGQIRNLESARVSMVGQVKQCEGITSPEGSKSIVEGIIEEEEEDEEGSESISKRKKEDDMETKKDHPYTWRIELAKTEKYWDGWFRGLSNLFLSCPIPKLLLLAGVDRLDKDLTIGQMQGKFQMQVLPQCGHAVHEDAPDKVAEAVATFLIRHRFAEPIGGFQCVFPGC
PAFAH1B2 FP inh – PAFAH1B2 enzyme inhibitors, primary screen, biochemical, fluorescence polarization, human. recombinant PAFAH1B2, FP-rhodamine activity probe. inhibition, % at 3.39 µM. actives 1.2% (n = 340,000);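 active = inhibition above the mean of all tested compounds plus 3 SD, cut at about 24% in these data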;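 note: 0% = enzyme with DMSO and 100% = wells lacking PAFAH1B2; many of its hits are not listed in these tables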
Target sequence (P68402 whole entry, looked up): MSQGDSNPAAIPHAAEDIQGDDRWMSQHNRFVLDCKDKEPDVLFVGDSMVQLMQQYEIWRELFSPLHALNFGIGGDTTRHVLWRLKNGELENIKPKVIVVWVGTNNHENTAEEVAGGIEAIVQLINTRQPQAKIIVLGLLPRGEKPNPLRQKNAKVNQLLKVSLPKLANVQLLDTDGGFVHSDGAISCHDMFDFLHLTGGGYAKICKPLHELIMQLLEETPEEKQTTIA
Starred values were filed as active, the others as inactive; . = no result given.

Each structure is followed by: GSTO1 counter	pPAFAH inh	LYPLA1 inh	PAFAH1B3 FP inh	PREPL inh	PAD4 FP inh	LYPLA2 inh	PME-1 primary	PAFAH1B2 FP inh
> Cc1nc2sc(C(c3ccco3)N3CCC4(CC3)OCCO4)c(O)n2n1 (configuration not stated)
  2.7	2.6	-1.8	0.3	3.4	2.3	-1.0	-1.0	-4.8
> COC(=O)COc1c(/C=C\c2nc(O)c([N+](=O)[O-])c(=O)[nH]2)cccc1OC
  -0.2	3.5	0.8	0.3	-0.8	6.0	0.3	7.0	2.5
> COC(=O)C1CCN(CC(=O)Nc2sc3c(c2C#N)CCC3)CC1
  3.9	6.8	0.5	0.5	1.4	0.2	3.7	-6.0	2.9
> Cc1ccc(C(=O)O)cc1NS(=O)(=O)c1ccc2ccccc2c1
  -0.7	4.0	3.8	4.0	-5.8	-3.9	-1.0	6.6	16.0
> C=CCc1ccc(OCC(O)CN2CCN(c3ccccc3)CC2)c(OC)c1 (configuration not stated)
  0.0	0.5	3.0	3.2	15.7	3.1	1.1	1.3	1.0
> COc1cccc(/C=C2/NC(=O)N(CC(=O)Nc3ccc(C)cc3)C2=O)c1OCc1cccc(C(=O)O)c1
  3.8	1.0	-0.2	2.7	-1.6	0.2	1.6	8.3	16.0
> CC(=O)c1ccc(NC(=O)CSc2nc(Nc3ccccc3)nc(N3CCOCC3)n2)cc1
  -0.7	-0.1	-9.9	-1.5	-1.8	0.6	2.8	2.1	-2.4
> COc1c2c(cc3oc(CO[C@@H]4O[C@H](CO)[C@@H](O)[C@H](O)[C@H]4O)cc(=O)c13)O[C@H](C(C)(C)O)C2
  .	2.1	.	-0.5	14.7	0.5	.	.	-1.8
> O=C(CCN1CCOCC1)Nc1ccc(F)cc1
  2.2	1.5	5.9	4.2	-0.9	-1.4	0.2	1.9	11.0
> Cc1cccc(N2CCN(C(=O)CCC(=O)N3CCOc4ccc(Cl)cc43)CC2C)c1 (configuration not stated)
  -2.6	3.8	-0.4	9.0	4.0	3.8	6.9	5.7	0.0
> Cc1ccc(C)c(C(=O)CN2C(=O)c3ccccc3C2=O)c1
  2.9	2.3	6.5	7.4	-8.7	0.7	2.5	-1.0	-2.3
> CSc1ccc(CNc2ncc(-c3cccc([N+](=O)[O-])c3)n2C)cc1
  4.0	11.9	5.0	10.3	28.0	-1.1	9.4	-0.9	3.6
> COc1ccc(S(=O)(=O)NCCSC(C)(C)C)c(Cl)c1Cl
  7.5	12.8	0.4	3.8	-1.1	-4.3	11.6	3.2	6.1
> O=C(CNC(=O)c1cccc(F)c1)OCC(=O)N1CCCCC1
  3.7	1.2	-2.1	7.7	18.6	1.5	-3.6	-3.3	-2.1
> COc1ccc(NC(=O)c2ccc3c(c2)NC(=O)CO3)cc1OC
  2.1	5.5	2.1	1.5	2.5	-1.6	3.7	4.2	5.4
> O=C(COC(=O)COc1ccc2ccccc2c1)NCC(F)(F)F
  6.8	10.6	0.5	0.4	-2.3	5.3	-5.2	-6.1	-0.7
> COC(=O)CC1C(=O)NCCN1C(=O)Nc1ccc(Cl)cc1 (configuration not stated)
  -1.6	2.6	-3.8	2.1	-0.5	1.1	-5.6	2.4	7.4
> CCOC(=O)C1CCCN(C(=O)COC(=O)c2cccs2)C1 (configuration not stated)
  .	1.3	.	6.5	-4.1	-4.3	.	.	3.1
> COc1ccc(-n2c(C)nc3cc(C(=O)NCc4ccco4)ccc32)cc1
  -6.7	9.3	-3.1	7.2	-7.8	-5.6	4.2	-4.9	4.8
> CS(=O)(=O)N1CCN(c2ccccc2[N+](=O)[O-])CC1
  4.6	-5.0	0.3	10.0	20.1	-12.8	-5.9	-6.1	0.9
> Cc1ccc(NC(=O)CN(C)CC(=O)Nc2sc3c(c2C(N)=O)CCC3)cc1
  5.0	18.7	0.4	1.8	13.9	-2.6	0.1	19.9	6.2
> O=C(COc1ccc(F)c(Cl)c1)Nc1ccc(N2CCOCC2)cc1
  .	8.4	.	-5.4	56.1*	5.1	.	.	-1.3
> CCN(CC)C(=O)c1[nH]cnc1C(=O)NCC(=O)OCc1ccccc1
  4.3	2.9	1.5	13.6	2.7	-4.7	1.9	2.4	0.6
> Cc1ccc2nc(SCCC(=O)O)cc(C)c2c1
  -2.8	0.4	4.9	3.4	6.1	-2.6	2.3	5.1	17.5
> CC1CCN(CCc2nc3cc(NS(=O)(=O)c4ccccc4)ccc3n2C)CC1
  -3.5	8.1	2.6	-5.0	-27.8	-1.3	-6.5	-0.2	0.7
> C=CCn1c(CCC(=O)Nc2ccc(C)c(Cl)c2)nnc1SCC(=O)Nc1ccccc1C
  0.3	4.5	-2.8	0.5	9.7	1.2	0.8	2.1	1.5
> Cc1ccc(C(=O)NCCCc2ccccc2)c(C)c1
  -8.0	2.5	-1.3	9.8	-5.0	-8.9	-2.1	-2.0	8.4
> CC(C)n1cc(NC(=O)COc2ccccc2Cl)cn1
  3.9	2.9	4.1	5.7	10.7	4.5	1.9	-1.9	4.2
> Cc1cccn2c(=O)c3cc(C(=O)N4CCCCC4)sc3nc12
  -3.1	6.0	-4.3	11.7	-2.7	5.4	-2.1	5.9	-1.6
> Cc1ccc(NC(=S)NCc2ccc(F)cc2)cc1
  3.5	8.0	-4.8	9.6	-4.4	3.0	-1.5	-0.1	6.0

The list goes on (2 carried over from the part before).
Each structure is followed by: GSTO1 counter	pPAFAH inh	LYPLA1 inh	PAFAH1B3 FP inh	PREPL inh	PAD4 FP inh	LYPLA2 inh	PME-1 primary	PAFAH1B2 FP inh
> Cc1cccn2c(=O)c3cc(C(=O)N4CCCCC4)sc3nc12
  -3.1	6.0	-4.3	11.7	-2.7	5.4	-2.1	5.9	-1.6
> Cc1ccc(NC(=S)NCc2ccc(F)cc2)cc1
  3.5	8.0	-4.8	9.6	-4.4	3.0	-1.5	-0.1	6.0
> Cc1cc(O)c2c(c1O)C(=O)[C@]13C(=C2O)C(=O)[C@@H]2[C@@H](O)[C@H]1[C@@H]1[C@H](O)[C@H]3C(=O)C3=C(O)c4c(O)cc(C)c(O)c4C(=O)[C@]312
  .	53.9*	.	37.0*	20.8	-23.8	.	.	22.3
> CN1CC(=O)Nc2ccccc2C1=O
  -1.9	1.4	0.9	0.3	1.6	0.5	-0.5	1.1	0.1
> COc1ccc(C2=NOC(C(=O)Nc3ccc4c(c3)OCCO4)C2)c(OC)c1 (configuration not stated)
  12.5	0.1	1.0	8.0	-5.6	-3.4	3.0	-1.0	6.0
> CSC(=Nc1cccc(C)c1)NC#N
  0.9	3.5	2.7	10.7	0.4	3.7	1.7	-1.9	-2.3
> NS(=O)(=O)c1ccc(CNS(=O)(=O)c2cc(Cl)ccc2Cl)cc1
  23.0	-8.9	-2.1	2.4	10.3	-1.1	-5.1	4.0	4.7
> O=C(CCn1c(=S)[nH]c2ccccc2c1=O)NCCSCc1ccccc1
  -3.4	0.7	0.4	3.5	-4.7	3.0	2.3	-0.7	1.1
> CCOc1cc2[nH]c(=S)n(CCCC(=O)NCc3ccccn3)c(=O)c2cc1OCC
  -3.2	-4.8	2.0	9.9	18.5	0.5	-4.5	-1.6	1.1
> O=C(NC1CCCC1)C(c1ccncc1)N(C(=O)Cc1cccs1)c1ccc(F)cc1 (configuration not stated)
  6.8	4.0	-6.6	3.0	2.9	1.4	-0.7	-5.4	2.6
> O=C(OCC(=O)N1CCCC1)c1ccc(S(=O)(=O)N2CCOCC2)cc1
  -6.4	0.6	-0.9	-0.6	2.5	3.1	0.9	-1.6	1.5
> COCC(=O)OCn1nnc2ccccc2c1=O
  5.5	-2.8	-3.0	-3.9	13.8	0.9	-3.9	-13.2	-0.5
> CCOc1cc(/C=N/Nc2nn3cnnc3c3ccccc23)ccc1O
  -22.3	12.2	2.8	3.9	25.0	-3.8	-4.0	0.8	5.5
> CCn1c(Cn2nnc(-c3ccccc3)n2)nnc1SCC(=O)Nc1ccc(N(C)C)cc1
  3.8	-3.7	-0.4	4.9	21.6	1.9	1.3	0.9	2.5
> Cc1nn(C)c(C)c1S(=O)(=O)N(CC(=O)NCc1ccco1)c1ccc(C(C)C)cc1
  -3.3	-1.4	-2.8	.	-2.8	2.9	-3.4	2.7	.
> CC(C)COC(=O)n1ccc(C(=O)N2CCCCC2)n1
  2.7	1.4	-0.7	0.1	20.7	-3.4	0.0	5.1	-1.8
> CCCOc1ccc(N2C(=O)CC(N(Cc3ccccc3)N=O)C2=O)cc1 (configuration not stated)
  1.2	1.2	0.8	.	3.0	-0.7	6.9	5.6	.
> COc1ccc(-c2cc(=O)oc3cc(OC(C)C(=O)O)ccc23)cc1 (configuration not stated)
  6.2	-4.5	-3.0	7.0	12.1	-4.1	3.4	-1.5	1.1
> O=C(CCc1ccccc1)NC(=S)Nc1cccc(C(=O)O)c1
  8.1	-1.8	0.3	6.5	-5.6	-2.9	-5.2	-1.2	6.9
> NNC(=O)c1cc(NS(=O)(=O)c2cccs2)cc(NS(=O)(=O)c2cccs2)c1
  .	29.4*	.	21.3	16.3	-4.5	.	.	15.0
> CCN(CC(=O)Nc1ccc(OC)cc1)C(=O)c1ccc2c(=O)n3c(nc2c1)CCC3
  .	-3.0	-4.0	2.5	-6.4	-2.2	-3.0	-2.5	2.4
> CCN(CC(=O)Nc1ccc2c(c1)OCCO2)C(=O)/C=C/c1cccc(Br)c1
  -4.9	1.2	-8.0	16.6	-1.7	-1.9	-2.2	1.7	7.0
> COc1ccc(/C=C/c2ccc(=O)n(Cc3ccccc3)n2)cc1
  -16.7	5.8	-4.7	13.2	-29.0	-4.3	-3.4	2.8	1.1

Screening data (PubChem)

Only part of the results is shown; rates above refer to the full screens.
